High-throughput results as filed in PubChem BioAssay.
LYP inhibition: PTPN22 lymphoid phosphatase activity blockers – biochemical, fluorescence intensity, uHTS (AID 1779) | recombinant LYP phosphatase, fluorescence intensity; higher % means a stronger effect | inhibition, % at 11.5 µM; hits with a dose series show IC50 in µM | 290,000 tested, 0.054% active; in the data active means inhibition above about 50%;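 further: plate controls were vehicle with enzyme for no effect and no enzyme for full effect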
SV40 large T antigen: TAg ATPase/helicase activity blockers – biochemical (AID 1903); inhibition, % at 20 µM, or IC50 in µM where a hit was titrated; 310,000 tested, 0.39% active; SV40 large T antigen ATPase/helicase inhibition assay; higher % means a stronger effect; in the data active means a potency from the dose series; inconclusive means inhibition mostly from about 32% at the one dose, without a potency; inactive means the rest, 99 in 100 with inhibition below about 32%; further: strong numbers were not always called active
MgcRacGAP inhibition: MgcRacGAP GTPase-activating activity inhibitors, confirmation, biochemical, ADP Hunter fluorescence | MgcRacGAP-stimulated Rac1 GTP hydrolysis, ADP Hunter fluorescence; higher % means a stronger effect; GST-tagged Rac1 F28L mutant substrate | one-dose inhibition, % at 30 µM; IC50 in µM for titrated hits | 340,000 tested, 0.6% active;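 active means first-screen hits whose inhibition reached a set limit at any dose in the follow-up dose series; inconclusive means inhibition above the set first-screen limit but never retested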;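 further: fluorescence reports GDP produced by GAP-driven GTP hydrolysis; strong numbers were not always called active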
XIAP displacement: small molecules displacing peptide from XIAP – biochemical, IAP family, fluorescence polarization (AID 1018). displacement, % at 20 µM; hits with a dose series show IC50 in µM. 200,000 tested, 0.007% active. XIAP BIR domain, fluorescence polarization peptide displacement; higher % means a stronger effect; in the data active means displacement above about 50%; further: a part of the inactive calls stands beside numbers as strong as those of hits
HIV peptide binding: inhibitors of HIV fusion peptide binding, primary screen, biochemical, uHTS, fluorescence dequenching (AID 1986). inhibition, % at 20 µM, or IC50 in µM where a hit was titrated. 290,000 tested, 0.3% active. cell-free peptide binding, fluorescence dequenching, 30 min; higher % means a stronger effect; in the data active means inhibition mostly above about 52%, no sharp cut-off; inactive means mostly below about 76%; further: some results filed as inactive read as strong as hits
RSV antiviral HEp-2: RSV antiviral activity via CPE protection, HEp-2 cells, primary 10 µM value included (AID 2391) | HEp-2 cells, RSV-induced CPE inhibition; higher % means a stronger effect | CPE inhibition, % at 10 µM, or IC50 in µM where a hit was titrated | 310,000 tested, 0.13% active; in the data active means a potency from the dose series; inconclusive means CPE inhibition mostly from about 23% at the one dose, without a potency; inactive means the rest, 99 in 100 with CPE inhibition below about 21%; further: strong numbers were not always called active
NS5 inhibitors: Dengue-2 NS5 methyltransferase inhibitors, primary screen, biochemical, confirmation dose response (AID 588689) | 340,000 tested, 0.3% active | inhibition, % at 25 µM, or IC50 in µM where a hit was titrated | Dengue-2 NS5 methyltransferase capping enzyme assay, biochemical; higher % means a stronger effect; in the data active means a potency from the dose series; inconclusive means inhibition above about 29% without an active follow-up result
AID2073: disruptors of CaV2.2 binding to Mint1 – biochemical, HTRF (AID 2073); inhibition, % at 20 µM; hits with a dose series show IC50 in µM; HTRF protein-protein interaction, Mint1-CaV2.2; higher % means a stronger effect; 290,000 tested, 0.19% active; in the data active means inhibition mostly above about 51%, no sharp cut-off; inconclusive means no clear call, values can overlap the other calls; inactive means mostly below about 53%; further: some results filed as inactive read as strong as hits
SIAH1 antagonists: Siah-1 peptide-binding antagonists, primary screen, biochemical, fluorescence polarization, rhodamine-plectin, uHTS (AID 1817). 290,000 tested, 0.02% active. displacement, % at 20 µM, or IC50 in µM where a hit was titrated. Siah-1 / rhodamine-plectin peptide fluorescence polarization; higher % means a stronger effect;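 active means displacement of at least 50% at 20 µM, with a fluorescence ratio check between 0.3 and a set limit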;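 further: plate controls were Siah plus tracer with DMSO for no effect and tracer alone without Siah for full effect; strong numbers were not always called active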
NS5 inhibitors pilot replicate: further read-out of NS5 inhibitors, marked with its call; inhibition, %; measured here: pilot screen replicate inhibition
Active calls of the source: *; ? = inconclusive; / = no result given.

SMILES | LYP inhibition | SV40 large T antigen | MgcRacGAP inhibition | XIAP displacement | HIV peptide binding | RSV antiviral HEp-2 | NS5 inhibitors | AID2073 | SIAH1 antagonists | others
O=C(NC1CCCCCC1)c1ccc(=O)n(Cc2ccccc2)n1 | -6.4% | 6.9% | 6.1% | -1.9% | -2.1% | 1.2% | -7.8% | 0.3% | -1.7%
O=C(Cn1nc(C(=O)O)c2ccccc2c1=O)NCc1ccco1 | -10.1% | 3.8% | 3.5% | -6.0% | -0.7% | -1.0% | -1.5% | 1.8% | 2.5%
O=C(NNc1ccc([N+](=O)[O-])cc1)C1CC2CCCC(C1)C2=O (configuration not stated) | -3.9% | 17.8% | 6.2% | -5.0% | -2.2% | 1.3% | -2.4% | -18.8% | -0.8%
CS(=O)(=O)c1ccc2nc(NC(=O)CN3CCOCC3)sc2c1 | -9.8% | -3.3% | 10.9% | / | -0.5% | -0.3% | -2.4% | 49.6% | -2.9%
CCOc1cc(CN2CCCC(CO)(Cc3ccc(F)cc3F)C2)ccc1OC (configuration not stated) | -5.3% | 16.4% | 4.4% | / | -0.2% | 0.3% | -5.2% | 6.7% | 9.4%
Cc1cc(=O)n2nc(N3CCC(C(=O)NCc4cccc(Br)c4)CC3)sc2n1 | -10.6% | 12.2% | 3.8% | / | -1.8% | 1.5% | -10.8% | 4.1% | -11.5%
COc1ccc(N(CC(=O)NCc2ccco2)S(=O)(=O)c2ccccc2)cc1 | -6.2% | -7.6% | 2.2% | -4.6% | 1.4% | -0.1% | 2.3% | -1.4% | -6.0%
CCCCn1c(N)c(N(CCOC)C(=O)c2cccc(S(=O)(=O)N(C)c3ccccc3)c2)c(=O)[nH]c1=O | / | 45.9% | 8.1% | / | / | -0.1% | -2.9% | / | /
Cc1ccc(-n2ncc3c(=O)n(CC(N)=O)cnc32)cc1C | -8.1% | 1.1% | 4.8% | / | 0.6% | 2.5% | -5.9% | 12.7% | 0.6% | NS5 inhibitors pilot replicate=-8.5
CN(C)c1ccc(/C=N/NC(=O)CN2CCCCC2)cc1Br | -4.6% | 16.4% | 11.5% | / | 1.0% | 0.5% | 2.7% | -6.7% | 10.4%
Cc1cc(N2CCCC(C(=O)Nc3cccc4ccccc34)C2)n2ncnc2n1 (configuration not stated) | -4.5% | 10.2% | 6.4% | -7.3% | -0.2% | 10.0% | -0.7% | -10.4% | -6.5%
Cc1c(NC(=O)c2cccs2)cccc1NC(=O)c1cccs1 | 0.4% | 10.1% | 6.6% | / | 1.9% | 1.5% | -5.2% | -0.3% | 0.9%
COC(=O)c1cccnc1-n1c(=O)c2cccnc2n(CC(=O)Nc2ccc(Br)cc2)c1=O | 3.5% | 15.3% | 2.5% | -5.5% | 0.1% | 1.2% | -3.5% | -16.4% | -0.1%
CC1=CC(C)(C)n2c(O)c(N=N)c3cc(C)cc1c32 | -2.7% | -3.5% | 8.8% | -12.5% | -1.2% | ? | -2.6% | -16.0% | 0.7%
CC(C)c1nc2cc(C(=O)N3CCN(c4cnccn4)CC3)ccc2o1 | -5.7% | 8.0% | 5.3% | / | -0.3% | 1.4% | 3.2% | -10.6% | 10.4%
C#CC(C)(CC)NC(=O)Cn1nnc(-c2ccc(S(C)(=O)=O)cc2)n1 (configuration not stated) | -5.8% | 0.6% | 1.4% | -8.2% | -0.8% | 3.8% | -7.6% | -0.1% | -1.4%
Cc1cc(C)c(C(=O)COC(=O)[C@H](C)Nc2ccc(C(F)(F)F)cc2[N+](=O)[O-])c(C)c1 | -1.8% | 0.3% | 3.1% | -3.9% | 0.0% | 1.0% | -3.3% | -0.4% | 0.5%
Cc1cccc(Nc2nc(-c3sc(C)nc3C)cs2)c1 | -2.0% | 5.7% | 10.9% | / | 0.6% | 7.8% | -11.5% | 1.4% | 1.8%
COc1ccc(NC(=O)CN(C)C(=O)Cc2ccc(S(=O)(=O)N3CCOCC3)s2)cc1 | / | 3.6% | 0.7% | / | / | 1.4% | -4.4% | / | /
O=C(CN(C(=O)CSc1nc2ccccc2o1)c1ccccc1F)NC1CCCCC1 | 7.8% | 20.7% | 3.1% | -5.6% | 0.0% | 2.3% | 1.8% | 4.7% | 5.5%
CC(=O)c1cccc(NC(=O)CN2C(=O)c3ccccc3C2=O)c1 | -4.8% | 6.1% | 9.7% | / | -0.5% | 0.9% | -4.7% | -2.0% | 10.7%
O=C(NCC1CCCO1)C1CCN(S(=O)(=O)c2cccc3nonc23)CC1 (configuration not stated) | 36.9% | 8.2% | 5.8% | -9.9% | 0.7% | 0.1% | -2.7% | -7.2% | 5.0%
Cc1nn(C)c(Cl)c1NC(=O)OCc1ccc(F)cc1 | -2.6% | 16.6% | -1.5% | -1.9% | -1.3% | 18.9% | -5.1% | 35.6% | 0.9%
CC(=O)Nc1ccccc1-c1nc2ccccc2nc1OCC(=O)c1ccc2ccccc2c1 | -4.6% | 10.3% | -0.7% | -1.8% | -2.3% | -0.8% | 0.7% | 6.1% | 0.7%
COc1c(C)cc(Br)cc1C(=O)Nc1cccc(-c2nc3ncccc3o2)c1 | -0.3% | 1.7% | 3.8% | -20.3% | 0.5% | 1.6% | -3.5% | 8.3% | -0.5%

Ordered by formula weight (ascending): 3 of the compounds above.
SMILES | LYP inhibition | SV40 large T antigen | MgcRacGAP inhibition | XIAP displacement | HIV peptide binding | RSV antiviral HEp-2 | NS5 inhibitors | AID2073 | SIAH1 antagonists | others
Cc1nn(C)c(Cl)c1NC(=O)OCc1ccc(F)cc1 | -2.6% | 16.6% | -1.5% | -1.9% | -1.3% | 18.9% | -5.1% | 35.6% | 0.9%
Cc1c(NC(=O)c2cccs2)cccc1NC(=O)c1cccs1 | 0.4% | 10.1% | 6.6% | / | 1.9% | 1.5% | -5.2% | -0.3% | 0.9%
CS(=O)(=O)c1ccc2nc(NC(=O)CN3CCOCC3)sc2c1 | -9.8% | -3.3% | 10.9% | / | -0.5% | -0.3% | -2.4% | 49.6% | -2.9%

(listing goes on)
SMILES | LYP inhibition | SV40 large T antigen | MgcRacGAP inhibition | XIAP displacement | HIV peptide binding | RSV antiviral HEp-2 | NS5 inhibitors | AID2073 | SIAH1 antagonists | others
Cc1nn(C)cc1NC(=O)c1cc2nc(-c3ccco3)cc(C(F)(F)F)n2n1 | -1.6% | 1.5% | -4.2% | -17.5% | -0.4% | 3.3% | 3.6% | 4.8% | 3.1%
CCCCc1nc2n[nH]c(N)c2c2c1CSC(C)(C)C2 | 2.2% | -0.6% | 6.1% | -1.0% | -1.2% | 1.7% | -0.7% | 17.6% | 2.2%
Cn1nc(-c2ccc(Cl)cc2)c2cc(C(=O)NCCCN3CCCC3)sc21 | -3.9% | 6.4% | 11.9% | -3.1% | -1.9% | -1.9% | 0.0% | 25.6% | 2.0%
Cn1c(=O)n(-c2cccc(Cl)c2)c(=O)n1C | -13.3% | 10.7% | -5.6% | -1.7% | -0.1% | 0.6% | -0.8% | -8.3% | -0.2%
COc1ccc(COc2cccnc2N)cc1 | 0.0% | 15.4% | 0.1% | / | -0.1% | 0.2% | -6.3% | 8.6% | 1.3%
CC(C)(C)OC(=O)N1CCC[C@H]1C(=O)Nc1ccc(C#N)cc1 | -4.0% | 7.0% | -1.4% | / | 1.8% | 4.4% | -6.2% | 42.8% | 5.4%
Cc1cc(C)n2ncc(/C(N)=N/OC(=O)c3ccccc3F)c2n1 | -1.2% | 8.5% | 13.2% | / | -0.7% | 1.4% | 4.6% | -4.0% | 12.7%
CCOCCCNC(=O)C(NC(=O)c1cnccn1)c1ccc(C)cc1 (configuration not stated) | -4.0% | 2.7% | 3.2% | -22.0% | -1.8% | 3.0% | -6.5% | -4.5% | 5.2%
COc1ccc(N2C(=O)CC(Sc3nc4ccccc4s3)C2=O)cc1 (configuration not stated) | 9.4% | 5.1% | 11.3% | -10.6% | 0.3% | -1.7% | -2.2% | 30.4% | 4.5%
CCc1nc2ccccc2n1CC(O)COCC1CC=CCC1 (configuration not stated) | -8.3% | 9.5% | 4.7% | -0.8% | -1.0% | 11.1% | -6.9% | -7.3% | 9.1%
C/C(CCN1CCCCc2nc(C)c(C)cc21)=N\O[C@@H](C)CN1CCCCc2nc(C)c(C)cc21 | -7.0% | 7.2% | / | -0.5% | 1.5% | 5.2% | / | 27.8% | -1.0%
COc1cccc(-c2cc(C(=O)N3CCCc4ccccc43)no2)c1 | 2.7% | -2.1% | 5.0% | 0.7% | 0.8% | 6.5% | -2.5% | 3.7% | 0.4%
COC(=O)c1cc(=O)n(CCc2ccc(OC)cc2)c(=Nc2ccc(F)c(Cl)c2)s1 | 7.3% | 0.3% | 4.3% | -5.4% | 5.0% | 3.9% | 0.0% | -3.9% | 2.7%
CNC(=O)c1ccsc1NC(=O)CCS(=O)(=O)c1ccc(C)cc1 | / | 2.1% | 11.1% | / | / | -0.6% | 1.5% | / | /
O=C(N/N=C/c1ccc(Br)o1)c1cccnc1 | -3.1% | 7.3% | 1.2% | -4.0% | -0.4% | 1.4% | -0.7% | 12.1% | -2.6%
O=C(NC1CCCc2ccccc21)c1ccc(F)cc1F (configuration not stated) | 2.4% | 7.0% | 4.3% | / | 0.2% | 1.2% | -10.7% | 5.5% | 4.5%
O=[N+]([O-])c1ccc2c(c1)C(O)n1nc(-c3ccccc3)nc1S2 (configuration not stated) | -3.9% | 11.0% | 6.4% | / | -1.4% | -0.7% | -6.3% | 20.6% | 5.6%
O=C1CC(c2ccccc2)n2nc(NS(=O)(=O)c3ccccc3)nc2N1 (configuration not stated) | 0.4% | 6.6% | 4.5% | -7.5% | -1.5% | 1.3% | 0.0% | 2.6% | -4.7%
Cn1cnc(S(=O)(=O)NCc2ccc(Br)cc2)c1 | -15.9% | 3.4% | -14.6% | / | 0.0% | 0.8% | -1.8% | -0.6% | -4.8%
CCCCC(CC)CNC(=O)CCS(=O)(=O)c1cccc2nonc12 (configuration not stated) | 2.4% | 3.0% | 4.8% | 3.6% | -1.2% | 1.5% | 0.0% | -5.4% | -1.1%
O=C(NCc1cccnc1)c1cc(S(=O)(=O)N2CCCCC2)ccc1Cl | -0.6% | -6.1% | 5.4% | -11.0% | -1.1% | 0.3% | -12.9% | -0.4% | 1.7%
O=S(=O)(c1ccc(Cl)cc1)N1CCNCC1 | -3.3% | 6.1% | 3.1% | -5.6% | 1.5% | -0.5% | -3.9% | -6.3% | 3.3%
CCCCc1nc2cc(C(=O)N3CCCCC3CC(=O)OCC)ccc2o1 (configuration not stated) | -6.4% | 15.0% | 6.3% | / | 1.5% | 1.9% | -10.0% | 12.6% | 1.8%
O=C(NC1CCN(C(=O)Nc2cccc(Cl)c2)CC1)c1ccco1 | -8.2% | 5.7% | 11.6% | / | 1.5% | 1.3% | -1.6% | -2.4% | 3.3%
CS(=O)(=O)c1ccc(Cl)c(NC(=O)CN2C(=O)C3CCCCC3C2=O)c1 (configuration not stated) | / | 20.5% | 2.1% | / | / | -1.9% | -7.2% | / | /
O=C(CNC(=O)C(c1ccccc1)c1ccccc1)N/N=C\c1cccc(O)c1 | -4.4% | 4.0% | 7.0% | / | -0.8% | -1.0% | -1.6% | 10.3% | 2.9%
CN1CCN(C(=S)NC(=O)c2ccc(C(C)(C)C)cc2)CC1 | -9.8% | 6.0% | 4.2% | -6.7% | 1.5% | 0.7% | -1.3% | -20.4% | -0.4%
